Screens (PubChem)
LAP4 TOR yeast: alters LAP4-GFP fluorescence in TOR pathway yeast screen | S. cerevisiae LAP4-GFP multiplex, flow cytometry GFP, 3 h; median GFP as percent of DMSO wells | GFP response vs DMSO, % at 10 µM | 320,000 tested, 0.34% active | AID 2023;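 active = GFP response vs DMSO above a set limit, about the screen mean plus 3 SD, cut at about 150% in these data; inconclusive = under 70 cell events counted for the yeast strain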
GRK2 aptamer HTS: inhibitors of human GRK2 displacing RNA aptamer | P25098 | bead flow cytometry, FAM-aptamer displacement from GRK2 | inhibition of aptamer binding, % at 10 µM | 330,000 tested, 0.59% active;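 active = inhibition of aptamer binding above 40%, roughly 3 SD of noise, on plates passing a quality check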;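 also: median bead fluorescence of bound FAM aptamer so fluorescent compounds give negative values; no value below 0 was filed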
VLA-4 inh: inhibition in a human VLA-4 binding assay; P13612; VLA-4 expressing cells, ligand binding flow cytometry; inhibition, % (about 7 µM as worked out from the volumes in the protocol); 330,000 tested, 0.2% active; AID 2557; in the data active = inhibition above about 50%
Target sequence (P13612 whole entry, looked up): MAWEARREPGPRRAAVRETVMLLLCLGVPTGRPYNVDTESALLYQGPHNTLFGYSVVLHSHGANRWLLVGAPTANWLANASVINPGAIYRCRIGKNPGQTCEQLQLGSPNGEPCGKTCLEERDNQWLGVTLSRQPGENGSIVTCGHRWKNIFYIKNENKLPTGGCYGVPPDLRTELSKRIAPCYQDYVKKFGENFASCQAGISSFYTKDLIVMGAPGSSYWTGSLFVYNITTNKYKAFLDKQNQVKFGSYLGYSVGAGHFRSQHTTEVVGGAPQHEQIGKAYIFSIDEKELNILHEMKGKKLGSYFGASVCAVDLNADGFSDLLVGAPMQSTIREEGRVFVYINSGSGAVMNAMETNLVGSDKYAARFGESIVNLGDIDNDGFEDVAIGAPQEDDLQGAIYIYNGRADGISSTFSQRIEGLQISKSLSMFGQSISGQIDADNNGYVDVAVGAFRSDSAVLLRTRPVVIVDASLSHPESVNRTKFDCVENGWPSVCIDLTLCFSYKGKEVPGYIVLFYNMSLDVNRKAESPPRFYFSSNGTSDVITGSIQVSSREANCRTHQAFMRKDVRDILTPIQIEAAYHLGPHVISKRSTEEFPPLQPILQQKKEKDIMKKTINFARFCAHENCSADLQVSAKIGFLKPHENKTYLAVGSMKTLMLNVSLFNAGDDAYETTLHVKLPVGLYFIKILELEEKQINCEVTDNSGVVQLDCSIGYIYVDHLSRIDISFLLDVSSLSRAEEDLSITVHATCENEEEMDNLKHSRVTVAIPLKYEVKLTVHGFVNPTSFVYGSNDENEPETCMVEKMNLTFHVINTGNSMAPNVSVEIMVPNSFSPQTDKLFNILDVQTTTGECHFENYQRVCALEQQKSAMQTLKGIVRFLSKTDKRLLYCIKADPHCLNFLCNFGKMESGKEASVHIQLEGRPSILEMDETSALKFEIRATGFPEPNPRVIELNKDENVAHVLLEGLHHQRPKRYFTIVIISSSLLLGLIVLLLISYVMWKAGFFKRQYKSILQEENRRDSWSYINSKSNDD
RPL19A-GFP yeast: alters RPL19A-GFP fluorescence in TOR pathway yeast screen. percent response vs DMSO, % at 10 µM. S. cerevisiae RPL19A-GFP strain, flow cytometry, 3 h; active compounds read low. AID 2025. 330,000 tested, 0.3% active;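 active = percent response vs DMSO below 50%; inconclusive = fewer than 70 events counted for the yeast strain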;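 also: median channel GFP fluorescence of the barcoded RPL19A-GFP strain; ratio of sample median GFP to plate DMSO average so 100% = DMSO; lower means less RPL19A-GFP as with rapamycin TOR inhibition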
AGP1-GFP MLPCN: alters AGP1-GFP fluorescence in TOR pathway yeast screen; S. cerevisiae AGP1-GFP multiplex flow cytometry, 3 h; GFP as percent of DMSO wells; GFP response vs DMSO, % at 10 µM; 320,000 tested, 0.02% active; AID 2066;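 active = GFP response relative to DMSO above a set limit, near screen average plus 3 SD, cut at about 150% in these data; inconclusive = fewer than 70 cells counted for the yeast strain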;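 also: median GFP channel fluorescence of the gated AGP1 strain per well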
CIT2 TOR yeast: alters CIT2-GFP fluorescence in TOR pathway yeast screen; S. cerevisiae CIT2-GFP strain, flow cytometry, 3 h; 100 means same as DMSO wells; GFP response vs DMSO, % at 10 µM; 320,000 tested, 0.065% active; AID 2029;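 active = GFP response relative to DMSO above a set limit, near the screen mean plus 3 SD, cut at about 150% in these data; inconclusive = Fewer than 70 cells measured for a yeast strain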;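 also: ratio of well median GFP fluorescence to mean of DMSO wells on the plate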
GASC-1 inh: human JMJD2C demethylase inhibition. inhibition, % at 2.35 µM. 330,000 tested, 0.069% active. GST-JMJD2C(1-420) H3K9me3 demethylation, DELFIA europium. Q9H3R0;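 active = more than half of a compound's replicate wells show inhibition beyond 50%, single wells judged on their own value; inconclusive = some, but no more than half, of replicates pass 50% inhibition; inactive = no replicate passes 50% inhibition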;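 also: signal counts dimethyl H3K9 product captured on neutravidin plate; 0% = median of DMSO wells and 100% = 0.3 times that DMSO median; strong numbers were not always called active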
MEP2-GFP yeast: modulators of TOR pathway MEP2-GFP in S. cerevisiae; S. cerevisiae MEP2-GFP strain, flow cytometry GFP, 3 h; 100% = DMSO control level; GFP response vs DMSO, % at 10 µM; 330,000 tested, 0.51% active;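 active = GFP response versus DMSO above a set limit, roughly screen mean plus 3 SD, cut at about 180% in these data; inconclusive = fewer than 70 cells counted for a yeast strain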;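 also: median GFP fluorescence of the barcode-gated MEP2-GFP cells per well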
Numbers without * were called inactive; ? = inconclusive; nt = not tested or not shown; & = joins results of further samples.

SMILES	LAP4 TOR yeast	GRK2 aptamer HTS	VLA-4 inh	RPL19A-GFP yeast	AGP1-GFP MLPCN	CIT2 TOR yeast	GASC-1 inh	MEP2-GFP yeast
Cc1nc(N2CCC(C)CC2)c(C#N)c(C)c1[N+](=O)[O-]	97	0	11	100	94	95	-18	98
O=C(CN1CCCC1)NC1C2CC3CC(C2)CC1C3 (stereo not drawn)	101	10	4	98	101	103	-3	100
COc1cc(C)c2occ(/C(C)=N\O)c2c1	91	0	0	103	96	86	2	99
O=C(c1cccs1)N(c1cccc(Cl)c1)C1C=CS(=O)(=O)C1 (stereo not drawn)	94	1	8	106	99	104	4	106
CS(=O)(=O)N(Cc1ccco1)Cc1ccccc1Cl	87	0	11	93	93	94	13	97
CC(=O)Nc1ccc(N/C=C/C(=O)c2ccc(Cl)cc2)cc1	105	5	1	101	97	92	7	101
Cn1cc(S(=O)(=O)c2ccccc2)n(C)c1=O	119	1	0	98	100	95	5	96
CCn1c(SCC(=O)NNC(=O)c2ccc(OC)cc2)nnc1-c1cccnc1	97	0	6	101	103	100	24	105
Cc1ccc(NC(=O)CC2C(=O)NC3CCCCC3N2C(=O)c2ccc(F)cc2)cc1C (stereo not drawn)	103	2	1	106	108	106	-6&2	101
CNc1ncc(C(=O)c2ccccc2)s1	102	2	8	99	102	94	-2	94
O=C(O)CCC(=O)Nc1cc(C(F)(F)F)cc(C(F)(F)F)c1	101	3	8	94	112	106	69	84
C=CCNC(=S)NCc1ccccc1OC	114	0	-15	105	107	109	nt	105
OC1(c2ccc3c(c2)OCO3)CCN(Cc2ccc(F)cc2)CC1	102	0	-3	100	102	108	-5	106
Cc1ccc(C)c2c1cc(C)c1nnc(SCC(=O)NCc3ccc4c(c3)OCO4)n12	88	7	-15	100	98	99	2	86
Cc1ccc(CNC(=O)c2ccc(CS(=O)(=O)c3ccccc3C)o2)cc1	94	0	19	100	97	97	-12	96
CCc1ccc(-c2cc(C)no2)cc1S(=O)(=O)NCCN1CCC(C)CC1	94	0	10	97	98	103	-39	104
Cn1c(CNC(=O)c2ccco2)nnc1SCC(=O)Nc1cccc(Br)c1	90	0	-2	98	94	94	0	93
COc1ccc(-n2c(C)nc3cc(C(=O)NCCN4CCOCC4)ccc32)cc1	105	2	3	96	100	98	-4	105
CCOC(=O)Cc1nnc(NCc2ccccc2)c2ccccc12	93	0	0	101	101	104	0	104
COc1ccc(C)cc1NC(=O)C(OC(=O)C1CC1)c1ccccc1 (stereo not drawn)	105	0	31	101	102	93	-8	100
Cc1sc2ncnc(NCCCO)c2c1C	105	29	6	103	102	101	31	115
FC(F)(F)c1cccc(Cc2noc(CN3CCCC(OCc4ccccn4)C3)n2)c1 (stereo not drawn)	92	1	-7	90	?	91	-12	?
CC(C)c1ccc(S(=O)(=O)N2CCN(C(C)C(=O)N3CCCC3)CC2)cc1 (stereo not drawn)	105	2	3	110	110	103	3	105
CCn1c(=O)c(C(C)=O)nc2ccccc21	98	0	36	97	96	88	27	93
COc1ccc(NC(=S)NCCCN2CCCC2)cc1Cl	110	0	-10	103	107	110	0	99
CS(=O)(=O)N1CCN(c2ccnc3cc(Cl)ccc23)CC1	108	0	1	97	96	89	3	94
COc1nccnc1NS(=O)(=O)c1ccc(N=Cc2c(C)[nH]n(-c3ccc(C)c(C)c3)c2=O)cc1	107	5	7	103	106	106	1	110
COc1ccc(S(=O)(=O)N2CCC(C(=O)NCc3ccncc3)CC2)cc1	102	1	13	101	105	100	11	102
C/C(=N\NC(=O)c1ccc(CSc2nc(C)cc(C)n2)cc1)c1ccco1	109	0	9	96	103	103	3	107
COc1ccc(NC(=O)C2=NN(c3ccccc3)C(=O)CC2)cn1	98	0	-7	96	97	99	6	96
NS(=O)(=O)c1ccc(CNC(=O)COc2ccc3c4c(c(=O)oc3c2)CCCC4)cc1	95	0	-112	103	108	101	-15	92
CC(=O)C[C@H](O)CC(=O)[C@H]1OC(=O)[C@H](C)C/C=C\Cc2ccccc21	100	1	-8	93	96	107	-4	92
N#Cc1c(NC(=O)CN2CCN(C(=O)c3ccco3)CC2)sc2c1CCCCC2	105	0	3	98	108	97	9	106
Cc1ccccc1-c1nc2sc3c(c2c(=O)o1)CCC3	97	2	10	99	66	121	7	114
COC1C=CC(CNC(=O)c2cc3c(=O)n4cccc(C)c4nc3n2C)(OC)O1 (stereo not drawn)	100	0	0	101	90	91	-18	99
COc1ccc2cc(CN(CCO)C(=O)c3ccccc3F)c(=O)[nH]c2c1	96	5	-4	98	93	97	0	99
CCCn1cc(CN2CCC(n3nccc3NC(=O)C(OC)c3ccccc3)CC2)c(C)n1 (stereo not drawn)	95	5	12	103	99	97	-10	99
CCOc1ccc(N2CC(C(=O)Nc3cc(Cl)ccc3-n3cncn3)CC2=O)cc1 (stereo not drawn)	104	0	14	101	100	93	124	102
O=C(OCCN=C1NS(=O)(=O)c2ccccc21)c1ccccc1F	98	1	10	103	103	105	-1	104
Cc1ccc(C)c2c1c1ccccc1n2C	109	1	2	100	99	97	9	93
COc1ccc(OC)c(NC(=O)CCc2nnc3ccc(NCc4ccco4)nn23)c1	123	1	-1	115	128	117	3	109
Cc1ccc(N(CC(=O)NC(C)(C)C)C(=O)CNC(=O)c2cccs2)cc1	106	0	18	100	110	100	16	110
O=C(Cc1c(F)cccc1Cl)Nc1nccs1	83	1	6	105	106	114	6	109
CC(C)(C)c1ccc(C(=O)NNC(=S)NCC2CCCO2)cc1 (stereo not drawn)	102	0	10	108	107	109	1	111
Cn1cccc1C(=O)NC(=O)COC(=O)c1ccccc1Sc1ccccc1C#N	95	3	-23	99	98	110	13	105
CCn1c(SCC(=O)Nc2nc(C)cs2)nnc1C(NC(=O)c1ccccc1Cl)C(C)C (stereo not drawn)	94	0	0	85	nt	88	-3&-3	90
Cc1nn(-c2ccc(Cl)c(Cl)c2)c(=O)c2ccccc12	105	1	6	98	nt	107	-2	103
Cc1cnc(NC(=O)C(C)N2CCN(C)CC2)s1 (stereo not drawn)	111	0	-3	99	99	91	3	93
COc1ccc2[nH]c3c(NCCN(C(C)C)C(C)C)ncnc3c2c1	86	0	-2	93	87	83	-8	88
Cc1ccc(NC(=S)N(Cc2ccco2)C(C)c2cccs2)c(Cl)c1 (stereo not drawn)	102	3	3	96	98	90	0	104
O=[N+]([O-])c1cccc2cn[nH]c12	100	6	12	99	94	95	-5	98
O=C(CN1CCN(Cc2cccc(Cl)c2)C1=O)NCC1CCCO1 (stereo not drawn)	100	3	19	101	104	103	4	106
CCN(CC(=O)Nc1cc(Cl)ccc1C)C(=O)c1nc2nc(C)cc(C)n2n1	99	0	-12	98	100	98	7	95
CC(C)(C)OC(=O)N1CCC(CNC(=O)c2ccccc2)CC1	108	0	-3	95	105	97	-10	98
CC1C(=O)N2CCCc3cc(S(=O)(=O)N(C)c4ccccc4)cc1c32 (stereo not drawn)	92	3	7	94	92	95	22	104
COc1cc(OC)cc(C(=O)NCC(=O)OCC(=O)NC2CCCc3ccccc32)c1 (stereo not drawn)	100	0	6	99	101	101	-5	104
CN1CN(C)c2ccc([N+](=O)[O-])c3cccc1c23	106	0	-34	95	79	82	6	95
O=C(NCCN1CCOCC1)N1CCOCC1	102	4	0	101	106	103	9	104
O=C(NNC(=O)c1cc(-c2ccccc2)nc2ccccc12)Nc1cccc(Cl)c1	92	0	22	96	78	97	nt	98
COc1ccc(/C=N/NC(=O)c2ccc(N3CCCC3=O)cc2)cc1	98	0	10	105	93	93	-7	101
(list continues)
SMILES	LAP4 TOR yeast	GRK2 aptamer HTS	VLA-4 inh	RPL19A-GFP yeast	AGP1-GFP MLPCN	CIT2 TOR yeast	GASC-1 inh	MEP2-GFP yeast
O=C(Cc1c(F)cccc1Cl)NNC(=S)Nc1ccc(S(=O)(=O)Nc2ncccn2)cc1	96	34	-1	102	100	102	14	97
Cc1ccc(NC(=O)CN(C)C(C)C(=O)N2CC(C)CC(C)C2)cc1 (stereo not drawn)	105	3	-4	102	101	97	8	96
COc1cc(C(=O)O/N=C2\CCCc3c2ccc(OC)c3[N+](=O)[O-])cc(OC)c1OC	106	0	7	104	108	103	5	100
O=C(Nc1ccc2c(c1)OCO2)Oc1ccccc1	116	2	14	93	89	87	-6	100
COc1ccc(NC(=O)CSc2n[nH]c(C(C)C)n2)c([N+](=O)[O-])c1	105	0	7	104	105	104	11	100
CC(C)(C)C(=O)Nc1ccnn1C1CCN(C(=O)c2ccc(Cl)cc2F)CC1	104	0	-17	96	97	98	-6	94
CCC(C)Cn1c(C(C)C)nc2ccccc21 (stereo not drawn)	105	1	-2	100	109	106	-1	104
CCOC(=O)C(Cc1ccc(O)cc1)NC(=O)CNC(=O)C1CCCN1C(=O)OC(C)(C)C (stereo not drawn)	111	3	12	108	104	104	-5	100
NS(=O)(=O)c1cccc(NS(=O)(=O)c2ccc(/C=C/C(=O)OCC(=O)c3ccc(Br)cc3)cc2)c1	98	2	3	97	101	92	-6	97
COc1cc(CSc2ncn[nH]2)c(OC)cc1CSc1ncn[nH]1	101	7	10	96	94	92	6	102
COc1cccc(OCCn2cc(C(=O)c3ccco3)c3ccccc32)c1	105	13	5	95	95	90	-9	99
CC1C(C#N)=C(N)OC2=C1C(=O)CC(C)(C)C2 (stereo not drawn)	108	0	-2	103	101	89	-5	106
O=C(c1ccco1)N1CCN(Cc2nnc(-c3cccc(Cl)c3)o2)CC1	98	0	5	105	101	102	-18	113
O=C(c1ccc(Cl)c(S(=O)(=O)N2CCCCC2)c1)N1CCCC1	103	0	-28	99	108	120	3	99
CCn1nc(NS(=O)(=O)c2ccc([N+](=O)[O-])cc2)c2cc3ccccc3nc21	104	3	-7	102	108	111	3	112
COc1ccc(OC)c(CN2CCN(C(=O)c3cccc4ccccc34)CC2)c1	116	0	15	117	120	121	-2	122
OC(CNCC1COc2ccccc2O1)COc1ccccc1F (stereo not drawn)	94	0	12	102	95	93	-5	103
Cc1ccc(Cl)c(OCC(=O)Nc2sc(C)c(C)c2C#N)c1	83	5	2	99	91	102	2	84
COc1cccc(CN2CCNC(=O)C2CC(=O)NCCCC2CCCC2)c1OC (stereo not drawn)	109	0	-10	100	103	105	5	106
Cc1ccc(CNC(=O)C2CCN(S(=O)(=O)c3cnc[nH]3)CC2)cc1	98	1	5	101	109	109	-2	109
Cn1c(CCNC(=O)c2cc(COc3ccc(F)c(F)c3)on2)nc2ccccc21	96	3	-5	99	102	96	5	102
O=C(NCc1ccccc1)C1CCCC1	84	2	2	105	93	96	-31	102

4 structures already listed, arranged by molecular weight, largest number first:
SMILES	LAP4 TOR yeast	GRK2 aptamer HTS	VLA-4 inh	RPL19A-GFP yeast	AGP1-GFP MLPCN	CIT2 TOR yeast	GASC-1 inh	MEP2-GFP yeast
NS(=O)(=O)c1ccc(CNC(=O)COc2ccc3c4c(c(=O)oc3c2)CCCC4)cc1	95	0	-112	103	108	101	-15	92
COc1cccc(OCCn2cc(C(=O)c3ccco3)c3ccccc32)c1	105	13	5	95	95	90	-9	99
O=C(Nc1ccc2c(c1)OCO2)Oc1ccccc1	116	2	14	93	89	87	-6	100
O=[N+]([O-])c1cccc2cn[nH]c12	100	6	12	99	94	95	-5	98
